PRMT1 inh: PRMT1 (human) inhibition, primary screen; AID 652257; Q99873; inhibition, % at 2.79 µM; recombinant PRMT1, activity-based probe fluorescence polarization; 370,000 tested, 1.3% active;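 active = inhibition above about 21% made by adding two undisclosed values, limit read from the data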
ABHD4 inh: inhibits mouse alpha/beta hydrolase domain 4; purified mABHD4, FP-Rh probe fluorescence polarization; inhibition, % at 8.92 µM; 370,000 tested, 0.54% active; AID 720543;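 active = inhibition exceeding the mean over every tested compound plus 3 SD, cut at about 30% in these data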;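 note: 0% = plate median of compound wells and 100% = S159A mutant with DMSO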
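Assay system: mouse ABHD4 enzyme, wild type / Also added: fluorescent activity-based probe FP-Rh / Doses: single nominal dose of 8.92 µM, 0.89% DMSO final / Timing: 45 min compound pre-incubation plus 60 min probe step, 25 °C / Signal: FP readout, ex 525 nm / em 598 nm / Control set: S159A mutant/DMSO as 100%, compound-well median as 0%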
TDP2 absorb: blocks human TDP2 phosphodiesterase activity. O95551. recombinant TDP2, T5PNP hydrolysis, p-nitrophenol absorbance 415 nm. inhibition, % at 12.8 µM. 370,000 tested, 0.34% active;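 active = inhibition above the mean of all tested compounds plus 3 SD, set per campaign, cut at about 25% in these data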;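 note: 0% = DMSO with enzyme and 100% = buffer with substrate but no TDP2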
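test system = human TDP2 enzyme | input = TDP2 enzyme at 120 nM final | medium = 50 mM Tris-HCl pH 7.5 with Mg2+, KCl, DTT, BSA | also added = T5PNP substrate, 5 mM | times = 2 h at 37 °C | technique = epi absorbance | benchmarks = high control without enzyme, low control DMSO plus TDP2 | replication = each compound tested once, singlicate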
LEDGF integ inh: blocks HIV-1 LEDGF/p75-dependent DNA integration; 370,000 tested, 0.64% active; TR-FRET IN-LEDGF/p75 DNA integration, Eu/Cy5; inhibition, % at 3.7 µM; AID 743269;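 active = inhibition above the screen-wide mean plus 3 SD, cut at about 13% in these data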;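 note: signal is the Cy5 over europium emission ratio at 671 and 618 nm; 0% = plate median of compound wells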
TCR CD3 inh: inhibitors of human TCR-CD3 interaction; TAMRA-labeled TCR probe fluorescence, biochemical; inhibition, % at 9.4 µM; 360,000 tested, 0.37% active; AID 651800; in the data active = inhibition above about 19%;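 note: recombinant mutant TCR 2C K166C tagged with TAMRA read by polarization; 0% = receptor in buffer alone and 100% = receptor with positive control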
HTRA1 inh: blocks human HTRA1 serine peptidase. inhibition, % at 5.96 µM. Q92743. 340,000 tested, 0.5% active. recombinant HTRA1, FP-rhodamine activity-based probe, fluorescence polarization. AID 504803; in the data active = inhibition above about 36%;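 note: 0% = enzyme with DMSO and 100% = wells lacking enzyme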
Target sequence (Q92743 whole entry, looked up): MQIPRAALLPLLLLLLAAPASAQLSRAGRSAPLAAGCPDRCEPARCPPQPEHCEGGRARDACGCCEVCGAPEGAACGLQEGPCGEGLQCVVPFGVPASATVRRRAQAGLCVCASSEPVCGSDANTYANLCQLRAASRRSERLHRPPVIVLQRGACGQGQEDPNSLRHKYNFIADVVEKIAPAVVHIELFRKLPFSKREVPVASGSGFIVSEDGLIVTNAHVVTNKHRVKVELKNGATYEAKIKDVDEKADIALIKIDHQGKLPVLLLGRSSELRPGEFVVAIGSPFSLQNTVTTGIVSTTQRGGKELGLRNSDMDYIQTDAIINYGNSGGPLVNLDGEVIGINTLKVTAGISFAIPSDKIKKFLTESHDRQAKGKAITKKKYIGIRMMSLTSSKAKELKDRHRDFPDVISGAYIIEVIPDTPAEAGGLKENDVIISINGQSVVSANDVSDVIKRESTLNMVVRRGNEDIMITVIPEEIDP
NPR2 activator: GC-B (human) receptor activation | HEK293-GC-B cells, CNP EC30, cGMP TR-FRET; 0% at EC30 CNP, 100% saturating CNP | activation, % at 10 µM | P20594 | 370,000 tested, 0.11% active;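 active = activation at 10 µM reaching about 35% in either raw or pattern-adjusted values, limit read from the data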
SIAE primary: inhibitors of human sialic acid acetylesterase SIAE | Q9HAT2 | SIAE FP-Rh probe binding, fluorescence polarization | inhibition, % at 9.66 µM | 370,000 tested, 0.69% active;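 active = inhibition above a cutoff: mean of compounds within the control limits plus 3 SD of those, cut at about 17% in these data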;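 note: 0% = plate median of compound wells and 100% = probe without SIAE protein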
Target sequence (Q9HAT2 whole entry, looked up): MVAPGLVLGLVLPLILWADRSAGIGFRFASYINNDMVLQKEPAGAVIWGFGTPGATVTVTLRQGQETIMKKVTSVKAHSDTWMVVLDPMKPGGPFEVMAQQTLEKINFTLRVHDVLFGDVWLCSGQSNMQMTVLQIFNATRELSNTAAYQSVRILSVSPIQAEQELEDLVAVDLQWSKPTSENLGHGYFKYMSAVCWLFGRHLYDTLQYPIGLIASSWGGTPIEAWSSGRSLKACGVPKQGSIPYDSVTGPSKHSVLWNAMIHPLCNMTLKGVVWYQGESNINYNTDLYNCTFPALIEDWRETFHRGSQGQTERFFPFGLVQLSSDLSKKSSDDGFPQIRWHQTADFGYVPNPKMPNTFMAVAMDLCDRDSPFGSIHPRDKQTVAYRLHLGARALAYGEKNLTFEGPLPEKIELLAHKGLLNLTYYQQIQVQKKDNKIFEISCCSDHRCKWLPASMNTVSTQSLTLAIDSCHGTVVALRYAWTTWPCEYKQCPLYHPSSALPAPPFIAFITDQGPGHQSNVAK
MBD2 inh: MBD2-methylated oligo binding inhibition | inhibition, % at 4.4 µM | TR-FRET, MBD2 binding to methylated oligonucleotide | 370,000 tested, 0.31% active | AID 686964; in the data active = inhibition above about 13%
rCAG RNA binder: molecules binding r(CAG) RNA repeats | r(CAG) RNA repeat, TO-PRO-1 dye displacement fluorescence | 370,000 tested, 1.3% active | inhibition, % at 3 µM;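 active = inhibition above the plate cutoff, the mean of all test compounds on that plate plus 3 SD, cut at about 35% in these data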;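 note: 0% = DMSO alone and 100% = 100 µM mitoxantrone as full dye displacement; higher means more dye released from RNA so lower well fluorescence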
An asterisk follows results filed as active; . = no result given. This is a subset; rates above refer to the full screens.

SMILES | PRMT1 inh | ABHD4 inh | TDP2 absorb | LEDGF integ inh | TCR CD3 inh | HTRA1 inh | NPR2 activator | SIAE primary | MBD2 inh | rCAG RNA binder
COCC(C)NS(=O)(=O)c1ccc(NC(=O)c2ccccn2)cc1 (stereo unspecified) | 0 | 3 | -6 | 3 | 10 | -6 | 1 | -3 | -3 | 0
O=C(c1ccccc1)c1ccc2nc[nH]c2c1 | -6 | -7 | -5 | 4 | -1 | 1 | 0 | -6 | -11 | 3
Cc1ccc(CNC(=O)N2CCN(S(=O)(=O)c3ccccc3)CC2)cc1 | -2 | -5 | -4 | 0 | -2 | -6 | 1 | -7 | 0 | -5
O=C(COC(=O)c1ccc(F)c(S(=O)(=O)N2CCCCC2)c1)NCc1ccc(F)cc1 | 4 | -17 | -10 | -4 | -6 | -11 | -2 | -7 | 2 | 4
CCc1ccccc1OCC(=O)NNCC(=O)Nc1cccc(C#N)c1 | 1 | -3 | 5 | -3 | -8 | -12 | -1 | -5 | 6 | 3
COc1ccc(CCNC(=O)COC(=O)Cc2ccccc2[N+](=O)[O-])cc1 | 0 | 0 | 4 | -2 | -5 | 7 | 1 | 5 | 2 | -1
CC(C)N(c1ccccc1)c1ccc(NC(=O)[C@@H]2O[C@H](CO)[C@H](O)[C@H](O)[C@H]2O)cc1 | -6 | -1 | 6 | 4 | 3 | . | 0 | -1 | -8 | -1
CN(C(=O)c1cccc(NC(=O)Cc2cccc(NC(=O)C3CCCN(C(=O)C4CC4)C3)c2)c1)C1CC1 (stereo unspecified) | -1 | 0 | 2 | 5 | 2 | 1 | 0 | -5 | -1 | 2
CCN(CC(=O)Nc1ccccc1OC)C(=O)Cn1cnc2ccccc2c1=O | 2 | 4 | -11 | -5 | 5 | 4 | 1 | 13 | -2 | -1
C/C(=N/NC(=O)CSc1nc2ccccc2n1C)c1ccc(O)cc1 | 1 | 0 | 0 | -2 | -1 | -6 | -2 | 4 | 2 | -1
CCC(C)[C@H](NC(=O)NC(C)C)C(=O)O (stereo partly specified) | -3 | 11 | 5 | 1 | -3 | 9 | 7 | 2 | 0 | -1
COc1ccc(CCNC(=O)COC(=O)/C=C/c2cccs2)cc1OC | 3 | -3 | -5 | 5 | -1 | -1 | 3 | 9 | -1 | -2
COC(=O)c1ccc(S(=O)(=O)NCc2ccc(S(N)(=O)=O)cc2)n1C | 6 | 0 | -2 | -5 | -11 | 10 | 2 | -4 | 0 | 1
CCN(CC)CCOC(=O)c1ccc([N+](=O)[O-])cc1 | -5 | 5 | -8 | 1 | 8 | 7 | 5 | 0 | -3 | 0
COC(=O)Nc1ncc(CN2CCC(c3ccccc3)CC2)s1 | -3 | 4 | -10 | 0 | 9 | 2 | 1 | -2 | -4 | -5
O=C(CSc1nnc(-c2ccccc2F)o1)N1CCNC1=O | 0 | -2 | 2 | 3 | -3 | 9 | 1 | -7 | 2 | 0
COc1ccc(OC)c(S(=O)(=O)N(C)CC(=O)Nc2ccc3c(c2)OCCO3)c1 | 1 | 8 | 8 | -2 | 6 | 1 | 6 | 7 | 3 | 1
COC(=O)CC1=NN(c2nc(C)cc(C)n2)C(=O)C1 | 5 | 2 | -4 | -5 | 0 | 2 | -2 | 8 | -9 | -6
Cc1c(C(=O)Nc2c(C)n(C)n(-c3ccccc3)c2=O)oc2ccc(Cl)cc12 | -2 | 1 | 5 | 0 | 2 | 5 | 2 | -1 | 1 | -2
Cc1cc(NC(=O)C(=O)c2cn(C)c3ccccc23)no1 | 4 | 4 | 0 | -1 | -2 | -1 | -8 | -6 | 4 | -3

Structural class: those above containing four or more nitrogen atoms.
SMILES | PRMT1 inh | ABHD4 inh | TDP2 absorb | LEDGF integ inh | TCR CD3 inh | HTRA1 inh | NPR2 activator | SIAE primary | MBD2 inh | rCAG RNA binder
CCc1ccccc1OCC(=O)NNCC(=O)Nc1cccc(C#N)c1 | 1 | -3 | 5 | -3 | -8 | -12 | -1 | -5 | 6 | 3
CN(C(=O)c1cccc(NC(=O)Cc2cccc(NC(=O)C3CCCN(C(=O)C4CC4)C3)c2)c1)C1CC1 (stereo unspecified) | -1 | 0 | 2 | 5 | 2 | 1 | 0 | -5 | -1 | 2
CCN(CC(=O)Nc1ccccc1OC)C(=O)Cn1cnc2ccccc2c1=O | 2 | 4 | -11 | -5 | 5 | 4 | 1 | 13 | -2 | -1
C/C(=N/NC(=O)CSc1nc2ccccc2n1C)c1ccc(O)cc1 | 1 | 0 | 0 | -2 | -1 | -6 | -2 | 4 | 2 | -1
O=C(CSc1nnc(-c2ccccc2F)o1)N1CCNC1=O | 0 | -2 | 2 | 3 | -3 | 9 | 1 | -7 | 2 | 0
COC(=O)CC1=NN(c2nc(C)cc(C)n2)C(=O)C1 | 5 | 2 | -4 | -5 | 0 | 2 | -2 | 8 | -9 | -6

Following part
SMILES | PRMT1 inh | ABHD4 inh | TDP2 absorb | LEDGF integ inh | TCR CD3 inh | HTRA1 inh | NPR2 activator | SIAE primary | MBD2 inh | rCAG RNA binder
Cc1ccc(NC(=O)COC(=O)C2=NN(c3ccccc3)C(=O)CC2)c(Br)c1 | -2 | -8 | -3 | 1 | -5 | -13 | -4 | -8 | 3 | 2
CC(C)C(=O)Nc1ccc(Cl)cc1-c1nc2ccccc2[nH]c1=O | 2 | -1 | -6 | 1 | -4 | 5 | -2 | 4 | 7 | -3
Cc1ccc(-n2nnnc2SCC(=O)NCC2CCCO2)cc1C (stereo unspecified) | 0 | 3 | 20 | 2 | 8 | -9 | 0 | -5 | -3 | 0
COc1ccc(C(CNC(=O)c2cccc3cccnc23)N(C)C)cc1 (stereo unspecified) | 3 | 10 | 3 | -8 | -11 | 1 | -7 | -3 | 4 | -7
CCOc1ccccc1-n1nnnc1SCC(=O)NC(=O)Cc1ccccc1 | 5 | -1 | -6 | -4 | -7 | -7 | 0 | 5 | -6 | -2
CC1CN(Cc2ccccc2)c2nc3c(c(=O)n(CC(N)=O)c(=O)n3C)n2C1 (stereo unspecified) | 3 | 1 | -2 | -2 | 1 | -4 | 0 | 6 | 0 | -5
CCOc1ccc(C(=O)N2CCc3ccccc32)cc1OCC | 1 | 2 | 2 | -1 | -2 | 6 | 3 | 9 | -5 | -2
O=c1cc(CSc2ccccc2)nc(-c2ccncc2)[nH]1 | -1 | 4 | 3 | 3 | -3 | 5 | -2 | 2 | -1 | 1
Cc1ccc(-c2cccc(NC(=O)C3C(C(=O)O)[C@@H]4C=C[C@H]3C4)c2)o1 (stereo partly specified) | 65* | -3 | 10 | -2 | 10 | -14 | 0 | 0 | -1 | 6
O=c1ccn([C@@H]2O[C@H](CNCC3=Cc4cc(O)ccc4OC3)[C@@H](O)[C@H]2O)c(=O)[nH]1 | 8 | -7 | -4 | 3 | -2 | 1 | 3 | 9 | 3 | 15
O=C(NCCc1ccc(F)cc1)c1ccc(NS(=O)(=O)c2ccc3[nH]c(=O)[nH]c3c2)cc1 | -2 | -16 | 8 | 1 | 4 | -10 | 5 | -10 | 2 | 1
Clc1ccc2[nH]cc(-c3nnnn3-c3ccccc3)c2c1 | 2 | -29 | 3 | -3 | 3 | -61 | -15 | -13 | 1 | 12
CC(C)(C)c1ccc(C(=O)N2CCN(CCNC(=O)C(=O)NCc3ccccc3)CC2)cc1 | -2 | -1 | 6 | 1 | 2 | -3 | 2 | 5 | 6 | -5
O=C(CN1CCCCC1)Nc1nc(-c2ccc(Cl)cc2)cs1 | -3 | 3 | 0 | 3 | 5 | 0 | -3 | -9 | 2 | -2
O=C(N1CCOCC1)N1CCC(NC(=O)C23CC4CC(CC(C4)C2)C3)CC1 | 2 | 2 | -3 | 1 | -2 | 0 | 3 | 2 | 0 | -4
Cc1nc2ccc(S(=O)(=O)NC(C(=O)NCc3ccc4c(c3)OCO4)C(C)C)cc2s1 (stereo unspecified) | 1 | -1 | 5 | 1 | 6 | -3 | -1 | 3 | 4 | 2
COc1cc(C=Nn2c(-c3cc(-c4ccccc4)n[nH]3)n[nH]c2=S)ccc1OC(C)=O | 33* | 0 | 5 | 0 | . | . | -16 | 9 | 2 | 58*
c1csc(-c2nnc(Cc3cccc4ccccc34)o2)c1 | 1 | -5 | 11 | 0 | 7 | -19 | -4 | 6 | -6 | 0
COc1ccc(OC)c(S(=O)(=O)Nc2ccccc2F)c1 | 4 | 9 | 8 | -2 | -8 | -5 | -2 | 6 | 8 | -3
CCCCn1c(N)c(N(CC)C(=O)c2cc(OC)cc(OC)c2)c(=O)[nH]c1=O | -1 | 2 | -7 | -3 | -3 | 5 | -3 | 0 | 4 | -3
COc1ccc(NC(=O)COC(=O)Cc2c(F)cccc2Cl)cc1 | 1 | 0 | -6 | 1 | -2 | 4 | -2 | 0 | -1 | 0
CCN(CCN(C)C)C(=O)c1ccc2nc(C)c(N(C)C(=O)CCc3ccccc3)n2c1 | 0 | 2 | 3 | -4 | 5 | . | 4 | 3 | -1 | -3
C=CCN1C(=O)C(Cc2ccc(F)cc2)S/C1=N/N=C/c1cccs1 (stereo unspecified) | -3 | -8 | 8 | 4 | 2 | -8 | 0 | -1 | 1 | -1
Cc1ccc(S(=O)(=O)N(C)CC(=O)NCC(c2ccc(F)cc2)N2CCOCC2)cc1 (stereo unspecified) | 1 | -1 | 12 | -3 | 0 | 0 | 4 | 6 | 1 | 1
Cc1c(Cl)cccc1NC(=O)Nc1c(C)n(C)n(-c2ccccc2)c1=O | -1 | 8 | 13 | 1 | 5 | 6 | 2 | 4 | 1 | -4
O=C(NC1CCCCC1)C(CCc1ccccc1)N1CCOCC1 (stereo unspecified) | -1 | 3 | 0 | 0 | 2 | . | 0 | -4 | -6 | 2
CC(=O)NCCC(=O)Nc1nc2ccc(Oc3ccccc3)cc2s1 | 6 | -6 | 3 | -1 | -5 | -6 | 2 | -9 | 2 | 3
Cc1cc(C)n(-c2ccc(Oc3ccccc3)c(S(=O)(=O)O)c2)n1 | 8 | 1 | 8 | -3 | -3 | -2 | 7 | 1 | 3 | 13
CN(C)S(=O)(=O)c1ccc(Cl)c(NC(=O)COC(=O)/C=C/c2ccc(S(=O)(=O)N3CCOCC3)cc2)c1 | 0 | -2 | -6 | 0 | -12 | -6 | 1 | -7 | 7 | 11
